From PubChem
PAD4 inh – PAD4 (human) enzyme inhibition | 330,000 compounds, 0.41% hits | AID 485272 | Q9UM07 | recombinant PAD4, RCA probe fluorescence polarization | inhibition, % at 6.36 µM;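 active = percent inhibition above a cutoff equal to the mean of all tested compounds plus 3 SD, cut at about 15% in these data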;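 note: 0% = PAD4 with RCA probe and DMSO and 100% = probe without PAD4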
BCLXL inh – Bcl-xL (human) inhibition. GST-Bcl-xL / FITC-Bim BH3 peptide fluorescence polarization. Q07817. 320,000 compounds, 0.7% hits. inhibition, % at 10.9 µM;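 active = inhibition above the mean of all tested compounds plus 3 SD, cutoff set per campaign, cut at about 30% in these data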;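 note: 0% = DMSO wells and 100% = unlabeled Bim-BH3 peptide competitor; inhibitors lower millipolarization by displacing the labeled peptide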
Target sequence (Q07817 whole entry, looked up): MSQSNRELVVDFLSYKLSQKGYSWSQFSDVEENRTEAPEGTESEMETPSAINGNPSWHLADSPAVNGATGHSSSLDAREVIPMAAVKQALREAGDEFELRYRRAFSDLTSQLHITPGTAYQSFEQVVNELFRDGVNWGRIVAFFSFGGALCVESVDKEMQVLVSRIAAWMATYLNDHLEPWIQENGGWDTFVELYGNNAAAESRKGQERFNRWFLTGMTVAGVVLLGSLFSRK
Fam108B inh – counter-screen for RBBP9 inhibitors: inhibitors of mouse Fam108B. recombinant Fam108B, FP-Rh probe fluorescence polarization. 300,000 compounds, 0.33% hits. AID 1947. inhibition, % at 9.51 µM;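 active = inhibition above the screen mean inhibition plus 3 SD, computed separately per campaign, cut at about 18% in these data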;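 note: inhibitors lower polarization as less probe binds the enzyme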
TPT1 inhibitor – C. albicans TPT1 enzyme inhibition | inhibition, % at 5 µM | recombinant caTPT1, FP RNA substrate dephosphorylation | 300,000 compounds, 0.81% hits | AID 1962;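 active = inhibition above the mean of all tested compounds plus 3 SD, set per screening campaign, cut at about 24% in these data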;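 note: plate controls were DMSO alone for no effect and ferristatin control at 100 nM for full effect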
PME-1 primary – PME-1 (human) inhibition | inhibition, % at 5.9 µM | recombinant PME-1, FP-Rh probe fluorescence polarization | 320,000 compounds, 0.53% hits;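 active = inhibition above the campaign mean of all compounds plus 3 SD, cut at about 26% in these data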;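 note: competitive labeling of PME-1 active site by serine hydrolase directed probe; 0% = PME-1 with DMSO and 100% = wells lacking PME-1 enzyme; inhibitors block probe labeling so polarization falls and inhibition rises; many of its hits are not listed in these tables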
MCL1-BIM inh – disrupts human MCL1 binding to BIM-BH3 peptide; inhibition, % at 10.9 µM; GST-MCL1 / FITC-Bim-BH3 fluorescence polarization; Q07820; 320,000 compounds, 0.68% hits;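 active = inhibition above the mean inhibition of all tested compounds plus 3 SD, set per campaign, cut at about 40% in these data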;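 note: 0% = DMSO wells and 100% = unlabeled Bim-BH3 peptide control; higher means more loss of mP so more displacement of Bim peptide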
Target sequence (Q07820 whole entry, looked up): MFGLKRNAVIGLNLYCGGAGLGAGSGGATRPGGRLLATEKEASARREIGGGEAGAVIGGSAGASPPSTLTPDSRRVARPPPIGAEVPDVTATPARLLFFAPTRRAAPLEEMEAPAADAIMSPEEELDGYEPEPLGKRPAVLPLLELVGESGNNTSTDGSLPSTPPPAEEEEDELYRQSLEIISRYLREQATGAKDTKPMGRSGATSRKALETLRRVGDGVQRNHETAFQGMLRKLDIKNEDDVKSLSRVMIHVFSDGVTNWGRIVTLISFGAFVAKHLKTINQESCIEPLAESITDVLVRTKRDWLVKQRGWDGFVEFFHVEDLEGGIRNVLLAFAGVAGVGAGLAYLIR
GLD-1 TGE inh – GLD-1-TGE RNA interaction inhibition (C. elegans); Q17339; purified GLD-1 + fluorescein TGE RNA, fluorescence polarization; inhibition, % at 5.96 µM; 320,000 compounds, 0.44% hits; AID 2280;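 active = percent inhibition above a per-plate cutoff, the plate mean of test compounds plus 3 SD, cut at about 30% in these data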;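 note: 0% = DMSO wells with GLD-1 and probe and 100% = wells lacking GLD-1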
GSTO1 counter – GSTO1 inhibition, counter-screen for RBBP9 inhibitors; P78417; recombinant GSTO1, activity-based probe fluorescence polarization; inhibition, % at 5.96 µM; 300,000 compounds, 1.1% hits; AID 1974;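 active = inhibition above the campaign mean inhibition plus 3 SD, cut at about 35% in these data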;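 note: 0% = GSTO1-1 with DMSO and 100% = wells lacking GSTO1-1 enzyme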
MEX-5 binding – C. elegans MEX-5 TCR-2 RNA binding activity; activity score (negative = inhibition of binding), % at 10 µM; 300,000 compounds, 0.38% hits; AID 1832; Q9XUB2; MEX-5/FITC-TCR2 RNA binding, fluorescence polarization; hits give low values;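 active = inhibition past about -25% in most replicates, and total fluorescence under double the plate's negative control median, limit read from the data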;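 note: 0% = DMSO and -100% = 5 µM competing unlabeled TCR2 RNA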
Target sequence (Q9XUB2 whole entry, looked up): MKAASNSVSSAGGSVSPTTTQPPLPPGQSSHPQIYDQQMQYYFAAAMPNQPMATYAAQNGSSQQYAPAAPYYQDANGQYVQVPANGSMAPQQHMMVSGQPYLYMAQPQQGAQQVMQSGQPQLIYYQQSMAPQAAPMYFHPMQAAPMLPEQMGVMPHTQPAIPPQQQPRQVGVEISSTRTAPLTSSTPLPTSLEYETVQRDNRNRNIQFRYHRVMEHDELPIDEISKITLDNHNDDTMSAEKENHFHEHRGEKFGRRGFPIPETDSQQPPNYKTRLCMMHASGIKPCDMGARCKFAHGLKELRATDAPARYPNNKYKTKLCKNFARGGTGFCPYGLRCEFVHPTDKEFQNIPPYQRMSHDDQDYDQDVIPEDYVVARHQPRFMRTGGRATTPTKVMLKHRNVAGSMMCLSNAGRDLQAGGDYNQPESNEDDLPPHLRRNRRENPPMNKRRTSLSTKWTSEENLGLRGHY
* hit, by the source's call; x = not tested or not shown. An excerpt; rates above refer to the full screens.

smiles	PAD4 inh	BCLXL inh	Fam108B inh	TPT1 inhibitor	PME-1 primary	MCL1-BIM inh	GLD-1 TGE inh	GSTO1 counter	MEX-5 binding
CC(C)CN(CC(C)C)C(=O)COn1nnc2ccc(S(=O)(=O)N3CCOCC3)cc21	3	5	x	x	2	1	0	x	x
O=C(C1CCC1)N1CCC(c2nc3c(nnn3Cc3c(F)cccc3Cl)c(=O)[nH]2)CC1	1	5	3	-4	10	2	-1	-1	x
CC(=O)c1cccc(OCCCOc2cccc3cccnc23)c1	-3	2	-2	-1	6	6	12	-1	-1.3
COc1ccccc1CC(=O)N1CCN(S(=O)(=O)c2ccccc2)CC1	2	0	1	2	12	3	5	-4	-0.1
COc1cccc(CNC(=O)CSc2ccc(-c3cccs3)nn2)c1	2	7	-2	-4	-11	6	-3	8	0.8
O=[N+]([O-])c1ccccc1/C=C/C=N/n1c(-c2ccccc2)n[nH]c1=S	0	-31	1	1	1	-29	5	8	0.4
C=COCCNC(=S)Nc1cccc(Cl)c1	-4	3	-1	0	-11	5	5	-6	0.7
Cc1ccc(S(=O)(=O)NCCCN2CCOCC2)c(C)c1	3	4	-2	7	-1	-2	4	2	0.2
Cc1cc(C(=O)CSc2nnc(N)s2)c(C)n1-c1c(C)n(C)n(-c2ccccc2)c1=O	-5	2	4	-2	-1	2	-3	17	0.2
CCOCCCNC(=S)N1CCN(CC)CC1	-4	8	2	1	-2	11	-2	2	1.4
COc1ccc(S(=O)(=O)N2CCCC(C(=O)NC3CC3)C2)cc1OC (stereo not drawn)	0	-2	3	1	1	1	-1	3	3.5
O=C(Oc1c(-c2ccccc2)c(=O)n2c3c(cccc13)CC2)c1ccco1	0	5	-1	1	3	-5	8	0	2.8
Cc1ccc(C2=NNC3(CCOC(C)(C)C3)S2)cc1 (stereo not drawn)	2	9	2	2	5	10	4	6	1.9
O=C(CCS(=O)(=O)c1ccc(Br)cc1)N1CCN(c2ccc(Cl)cc2)CC1	-3	2	0	0	-3	8	-2	5	1.2
COc1ccc2ccn(S(=O)(=O)c3ccccc3)c2c1	-2	2	0	-2	3	-1	-2	5	-1.8
NC(=O)COc1ccc(NS(=O)(=O)Cc2ccccc2)cc1	0	7	1	-3	-6	2	11	5	-0.8
CCc1cc(C(=O)Nc2cc(S(=O)(=O)N(C)C)ccc2C)sc1C	-1	2	0	1	1	-5	2	-5	-3.1
COc1ccc(Cn2ccnc2SCC(=O)Nc2ccccc2OC)cc1	1	2	-4	-3	3	11	4	5	0.3
CCCCn1c(N)c(N(CC(C)C)C(=O)C2CCCN(C(=O)c3ccc(Cl)cc3)C2)c(=O)[nH]c1=O (stereo not drawn)	1	-10	-2	1	2	-7	-9	3	-1.1
CCC(C(=O)NC1CCCC1)N(C(=O)c1snc(C(N)=O)c1N)c1ccc(OC)cc1 (stereo not drawn)	2	-1	-3	3	4	1	-5	1	-3.8
Cc1cccc(N2CCN(C(=S)c3ccccc3)CC2)c1	-7	2	3	2	-4	7	-3	-2	3.8
Cc1ccc(C)c(N(CC(=O)NCc2ccccc2)C(=O)c2csnn2)c1	-1	3	1	-1	-3	8	-1	5	-3.3
Oc1ccc(C2=NNC(=NCc3ccc4c(c3)OCO4)SC2)c(O)c1	0	0	6	3	10	9	-3	7	1.8
Cc1ccc(C)c(S(=O)(=O)N2CCN(C(=O)CCNS(=O)(=O)c3ccc(C)c(C)c3)CC2)c1	-2	6	2	2	13	-2	2	-6	0.6
COc1cccc(NS(=O)(=O)c2ccc3[nH]cc(C(=O)NCCC(C)C)c(=O)c3c2)c1	-5	9	-8	-4	-18	0	8	-39	-2.0
O=C(NC(=S)Nc1ccc(S(=O)(=O)Nc2ccccc2)cc1)C1CC1	-5	5	-1	-1	2	1	7	-6	-2.3
CC(NC(=O)Cn1ncc(Cl)c(Cl)c1=O)C12CC3CC(CC(C3)C1)C2 (stereo not drawn)	5	6	2	-1	2	2	2	37*	x
O=C(c1cc2ccccc2c(=O)o1)N1CCCCCC1	1	4	-1	-4	7	-12	-5	-4	0.0
O=c1c2cc(NC(=S)NC3CCCCC3)ccc2nc2n1CCCCC2	-2	3	-8	1	-1	4	-9	-1	0.9
COC(=O)c1sccc1-c1ccc(C(=O)Nc2cccc(Cl)c2)o1	-10	0	-31	14	-61	0	-7	-25	-1.4
COc1ccc(CC(=O)n2c(CC#N)nc3ccccc32)cc1OC	-3	-1	1	-2	6	8	5	6	0.2
CCCC(=O)N=c1sc2c(OC)ccc(OC)c2n1C	-2	6	4	1	1	-2	-3	9	-2.3
COc1ccc(C(=O)NCCc2c[nH]c3ccccc23)cc1S(=O)(=O)N1CCCCC1C (stereo not drawn)	-3	-10	x	x	0	-15	-1	x	x
O=C(Cc1nnc(NC(=O)c2ccccc2)s1)N/N=C/c1cccc(O)c1	0	2	-2	1	-1	1	-5	-15	0.8
CC12CCC3c4ccc(O)cc4CCC3C1CC(O)C2O (stereo not drawn)	-2	-2	4	-2	8	-4	5	3	3.5
CN(C(=O)CC1C(=O)NCCN1Cc1cccc(F)c1F)C1CC(C)(C)NC(C)(C)C1 (stereo not drawn)	-2	4	2	4	1	4	-3	0	2.0
Cc1ccc(C(=O)Nc2ccc(CN3CCS(=O)(=O)CC3)cc2)cc1C	-1	1	-3	-1	-8	-3	3	-5	-0.5
CCc1sc(C(=O)Nc2ccc3c(c2)OCCO3)cc1Br	0	5	-1	-1	-2	5	1	-8	-0.5
CCOC(=O)N1CCN(S(=O)(=O)c2c(C)nn(C)c2C)CC1	-3	9	9	-6	-4	1	2	2	4.2
CCN(CC(=O)NC(C)C)Cc1nc2sc3c(c2c(=O)[nH]1)CCC3	-3	2	7	5	-3	1	5	-10	-5.6
c1ccc(COc2ccc(OCCCN3CCCCC3)cc2)cc1	2	3	4	1	-2	3	4	4	-2.0
O=C(Nc1ccc(Cl)cc1)c1cccs1	-6	6	-3	-1	1	2	-1	1	-3.8
Cc1cc(N2CCN(C3CCCCC3)CC2)nc2cccc(O)c12	3	0	1	1	2	4	1	1	-0.6
Fc1ccc(C2CCCCN2Cc2nc(CC3CC3)no2)cc1 (stereo not drawn)	1	2	4	5	5	5	-7	-1	-0.9
Cn1c(Cn2c(=O)sc3ccccc32)nnc1SCc1ccccn1	1	-7	-3	3	0	-5	1	0	-1.4
CSc1nnc(CNS(=O)(=O)c2ccc(Cl)cc2)n1C	1	5	6	-7	5	4	-4	5	1.0
Cc1nc2ccc(S(=O)(=O)NC(C(=O)Nc3nc4ccc(Cl)cc4s3)C(C)C)cc2s1 (stereo not drawn)	0	5	-2	-5	0	6	2	0	-0.7
Cc1ncc([N+](=O)[O-])n1CCOC(=O)NC(NCc1cccnc1)C(Cl)(Cl)Cl (stereo not drawn)	3	1	-1	-2	0	2	2	6	-1.0
Cc1ccc(C)c(N2CCN(C(=O)CCCn3c(=S)[nH]c4cc5c(cc4c3=O)OCO5)CC2)c1	-5	6	-8	3	-3	11	6	-1	0.7
COc1cc(-c2nc3ccc(C)cn3c2Nc2ccc3c(c2)OCCO3)ccc1O	-2	5	16	2	15	10	-7	3	1.9
CCOc1ccccc1C(=O)NCC(=O)NNC(=O)CN(C)S(=O)(=O)c1ccc(Cl)cc1	-5	4	6	0	6	4	-11	-8	1.7
Cn1c(NNC(=O)/C=C/c2ccc3c(c2)OCO3)cc(=O)n(C)c1=O	-3	-2	2	0	-1	-6	9	2	-0.1
O=C(CO/N=C/c1ccc(OC(F)F)cc1)NC1CCCCCC1	8	-6	3	-1	0	3	-1	2	2.4
O=C(COC(=O)CSc1ccc(Br)cc1)NCc1ccco1	2	7	2	0	-1	6	1	10	0.3
CC1CCCCN1C(=O)c1cc(Cl)ccc1[N+](=O)[O-] (stereo not drawn)	-2	1	-3	0	-1	0	-1	-3	-2.0
CCC(CC)C(=O)N(c1ccc(F)cc1)C1C=CS(=O)(=O)C1 (stereo not drawn)	0	4	0	1	3	1	3	-3	0.9
O=C(O)c1nccnc1C(=O)Nc1ccc(Cl)cn1	9	24	-1	-3	3	1	3	2	-0.7
CSc1nc2ccc(S(=O)(=O)N3CCCCC3)cc2s1	2	2	1	3	4	-3	3	-1	-1.1
O=C(COC(=O)/C=C/c1ccc(Br)o1)NC1CCCCC1	-3	3	x	x	-1	-6	-11	x	x
COc1ccccc1C(=O)NCC(=O)NCC1(N2CCCCC2)CCCCC1	-4	-4	-1	2	-7	0	2	-4	-1.6

(more compounds)
smiles	PAD4 inh	BCLXL inh	Fam108B inh	TPT1 inhibitor	PME-1 primary	MCL1-BIM inh	GLD-1 TGE inh	GSTO1 counter	MEX-5 binding
Cc1ccc(NC(=S)Nc2cc(C)on2)cc1	2	6	0	-1	0	4	9	10	0.3
Cc1ccc(-c2csc(=Nc3cccnc3)n2CCCN2CCCC2=O)cc1C	0	-8	2	15	2	-9	-14	4	-2.1
COc1ccc(-c2cc(C(F)(F)F)n3nc(N)nc3n2)cc1	3	10	-3	-5	-1	3	-2	-11	-1.9
CCCc1cnc(N2CCN(C(=S)NC)CC2)nc1	1	3	2	0	1	3	4	-9	1.0
CCOc1ccc(CCNC(=O)c2ccc3c(=O)n4c(nc3c2)CCCCC4)cc1	-5	-1	-3	2	-7	8	1	-10	-1.0
CN1CCN(c2ccc(NC(=O)c3ccc(-c4ccc(Cl)cc4)o3)cc2)CC1	1	8	4	-4	17	1	7	10	-3.4
O=C(c1ccc(Br)s1)N1CCN(Cc2ccc3c(c2)OCO3)CC1	-1	2	1	1	10	7	-4	6	1.5
Nc1nnc(Cc2cccc(Br)c2)s1	4	-2	1	3	7	-1	0	3	-0.2
Cc1nc(Nc2ccc(Cl)cc2)c2oc3ccccc3c2n1	2	8	0	-3	20	2	3	9	0.1
Cc1ccc(N(C(=O)CNC(=O)c2ccco2)C(C(=O)NC2CCCC2)c2cccnc2)cc1F (stereo not drawn)	2	7	-1	-2	6	5	0	5	-1.8
Cc1ccccc1C(=NCCCN(C)C)c1ccccc1C	2	1	3	-5	-1	3	3	1	0.4
COc1ccc(Cl)cc1S(=O)(=O)n1ccnc1C(C)C	-2	5	7	-3	-2	-1	0	1	1.6
COc1ccc2ccccc2c1CNCCCN1CCOCC1	-2	1	0	0	-3	2	0	9	x
Cn1c(=O)c2cc(S(=O)(=O)Nc3ccc4c(c3)OCO4)ccc2n(C)c1=O	-2	10	7	-6	0	9	0	11	0.2
O=C(O)CCn1ccc2cc(S(=O)(=O)N3CCCCCC3)ccc21	0	-4	-2	1	4	-2	3	0	1.6
COc1cc(C2C(C#N)=C(N)OC3=C2C(=O)CCC3)cc2c1OCO2 (stereo not drawn)	-1	8	2	0	-4	8	4	-4	0.7
CCOC(=O)/C=C/[C@H]1CCc2cccc(C)c2O1	3	1	x	x	-3	0	-7	x	x
CCc1cccc2c(C#N)cn(CC(=O)NCc3ccco3)c12	1	-6	-1	-4	2	-10	-6	-1	-2.6
Cc1cccc(NC(=O)CSc2nc3nc4c(cc3c(=O)n2-c2ccccc2)CCCC4)c1	-9	2	-19	6	-24	-6	-5	-9	-2.4
